# Compound activity (PubChem BioAssay)
# CSM14.1 death rescue: rescue of cells from ER stress-induced death, primary screen, 384-well, CSM14.1, thapsigargin, ATP luminescence (AID 1222). CSM14.1 thapsigargin-induced death rescue, ATP luminescence; higher % means a stronger effect. cellular ATP content (survival), % at 20 µM, or EC50 in µM where a hit was titrated. 190,000 tested, under 10 active;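 active = EC50 below 50 µM in the dose-response confirmation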;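 note: death triggered by thapsigargin at about 15 µM added after 2 h compound pretreatment; cell ATP read after overnight thapsigargin exposure of roughly 18 to 22 hours; normalized against plate controls of thapsigargin alone and 5% DMSO vehicle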
# NOD2 inhibition: NOD2 signaling inhibitors, cell-based, luminescence, uHTS, HEK293 (AID 1566). actives 0.63% (n = 290,000). one-dose inhibition, % at 4 µM; EC50 in µM for titrated hits. HEK293 NOD2/NF-kB luciferase reporter, luminescence; higher % means a stronger effect; note: many of its hits are not listed in these tables
# XIAP displacement: XIAP antagonists, biochemical, IAP family, fluorescence polarization (AID 1018); E3 ubiquitin-protein ligase XIAP (Homo sapiens); XIAP BIR domain, fluorescence polarization peptide displacement; higher % means a stronger effect; displacement, % at 20 µM, or IC50 in µM where a hit was titrated; actives 0.007% (n = 200,000); in the data active = displacement above about 50%; note: a part of the inactive calls stands beside numbers as strong as those of hits
# AID2073: inhibitors of Mint1-CaV2.2 protein interaction, biochemical, HTRF (AID 2073); Voltage-dependent N-type calcium channel subunit alpha-1B (Homo sapiens); HTRF protein-protein interaction, Mint1-CaV2.2; higher % means a stronger effect; one-dose inhibition, % at 20 µM; IC50 in µM for titrated hits; actives 0.19% (n = 290,000); in the data active = inhibition mostly above about 51%, no sharp cut-off; note: some results filed as inactive read as strong as hits
# LYP phosphatase: inhibitors of LYP phosphatase, biochemical, fluorescence intensity, uHTS (AID 1779) | Tyrosine-protein phosphatase non-receptor type 22 (Homo sapiens) | inhibition, % at 11.5 µM, or IC50 in µM where a hit was titrated | recombinant LYP phosphatase, fluorescence intensity; higher % means a stronger effect | actives 0.054% (n = 290,000);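 note: plate controls were vehicle with enzyme for no effect and no enzyme for full effect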
# M1AAP inhibition: P. falciparum M1AAP inhibitors, biochemical, fluorogenic H-Leu-NHMec substrate, 1536-well (AID 1445). Aminopeptidase N (Plasmodium falciparum (isolate 3D7)). recombinant M1AAP, H-Leu-NHMec fluorogenic kinetic assay; higher % means a stronger effect. actives 0.42% (n = 220,000). one-dose inhibition, % at 30 µM; IC50 in µM for titrated hits;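 active = primary inhibition above the hit cutoff, then over 50% inhibition at one or more dose response concentrations, cut at about 23% in these data, passing the limit was not always enough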;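 note: plate controls were DMSO full reaction for no effect and no enzyme background for full effect; strong numbers were not always called active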
# P. falciparum M17LAP: P. falciparum M17LAP inhibitors, primary screen, biochemical, fluorogenic H-Leu-NHMec substrate, 1536-well (AID 1619); Leucine aminopeptidase (Plasmodium falciparum (isolate 3D7)); recombinant M17LAP, H-Leu-NHMec fluorogenic kinetic assay; higher % means a stronger effect; inhibition, % at 30 µM, or IC50 in µM where a hit was titrated; actives 0.38% (n = 220,000);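 active = compound inhibiting the enzyme by more than half at any dose during confirmatory dose-response retesting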;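 note: plate controls were full reaction with DMSO carrier for no effect and no enzyme background for full effect; strong numbers were not always called active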
# Siah-1 displacement: Siah-1 peptide-binding antagonists, primary screen, biochemical, fluorescence polarization, rhodamine-plectin, uHTS (AID 1817) | actives 0.02% (n = 290,000) | E3 ubiquitin-protein ligase SIAH1 (Homo sapiens) | Siah-1 / rhodamine-plectin peptide fluorescence polarization; higher % means a stronger effect | displacement, % at 20 µM, or IC50 in µM where a hit was titrated;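 active = displacement of at least 50% at 20 µM, with a fluorescence ratio check between 0.3 and a set limit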;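 note: plate controls were Siah plus tracer with DMSO for no effect and tracer alone without Siah for full effect; strong numbers were not always called active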
# Lipid droplet: inhibitors of hepatocyte lipid droplet formation, primary screen, imaging, high-throughput imaging, BODIPY stain | inhibition, % at 6.5 µM | actives 0.4% (n = 240,000) | AML12 mouse hepatocytes, oleate lipid droplets;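 active = lipid droplet intensity inhibited by at least 50%, with more than 500 cells counted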
#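 Technique: fluorescence imaging, 20x objective, two fields per well / Assay system: AML12 hepatocytes (mouse) / Measure: % inhibition of lipid droplet signal / Doses: 6.5 µM single-point dosing / Incubation: overnight exposure / Reagent: 100 µM oleic acid challenge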
# Lipid droplet cells 6.5 µM: further read-out of Lipid droplet, marked with its call; cell count; measured here: cell count, cytotoxicity flag;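 cells counted across two imaged fields per well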
# * marks the source's active call; other numbers are inactive results; i = inactive; · = no result given. Cut-off read from the data, not from the text of the source, unless noted: active = inhibition above about 50%; inactive = the rest. This is a subset (hit frequency here may not be typical).
# The line under a structure holds: P. falciparum M17LAP | AID2073 | Lipid droplet | M1AAP inhibition | Lipid droplet cells 6.5 µM | CSM14.1 death rescue | Siah-1 displacement | NOD2 inhibition | LYP phosphatase | XIAP displacement
CCOc1ccc(NC(=O)NCC2CCN(Cc3ccc(F)cc3)CC2)cc1
    · | 7% | -14 | · | 796 | · | 1% | 6% | -8% | ·
COc1ccc(CCNC(=O)C2CCCN(S(=O)(=O)N3CC(C)CC(C)C3)C2)cc1OC (stereo unspecified)
    · | 9% | 10 | · | 769 | · | 6% | -1% | -10% | ·
COc1ccc(/C=C2/C(=O)N=C3SCCN32)cc1
    27% | 2% | 8 | 15% | 789 | -0.5% | -2% | 0% | -5% | -4.9%
CCS(=O)(=O)N1CCN(C(=O)c2cccc(OC)c2)CC1
    -13% | 8% | · | -1% | · | 0.2% | 0% | 14% | -7% | -2.4%
C=CCn1c(CNC(=O)c2ccccc2F)nnc1SCc1nc2ccccc2c(=O)[nH]1
    -4% | 8% | 21 | 7% | 685 | -4.3% | 6% | 22% | -10% | -7.6%
CCN(CC#CCC1(O)c2ccccc2-c2ccccc21)C(C)C
    7% | 0% | · | 6% | · | -1.2% | -1% | 6% | -9% | -7.7%
COc1ccc(CNC(=S)Nc2cccc(C)c2)cc1
    -5% | -4% | -2 | 10% | 763 | -0.2% | -6% | -11% | 0% | -1.5%
Cc1ccc(C(=O)Nn2cnnc2)cc1Cl
    · | -5% | · | · | · | · | 1% | 25% | -12% | ·
Cc1ccc(-n2ncc3c(=O)n(CC(=O)N4CCN(c5ccccc5)CC4)cnc32)cc1
    -3% | -11% | 14 | -1% | 711 | · | -8% | 6% | -4% | -13%
COc1ccccc1OCC(=O)NCc1nc(-c2ccccc2)no1
    1% | 1% | 1 | 3% | 656 | 2.8% | -2% | 11% | -12% | -6.9%
O=S(=O)(Nc1ccc2nc(-c3ccco3)[nH]c2c1)c1ccccc1
    9% | 26% | · | 14% | · | -5.6% | -7% | 14% | -6% | -8.3%
COC(=O)C1CCCN1C(=O)c1cccs1 (stereo unspecified)
    7% | 0% | -2 | -6% | 768 | 1.2% | -4% | 15% | -5% | -5.4%
CC(=O)c1cccc(NC(=S)NCCc2ccc(Cl)cc2)c1
    2% | -8% | -16 | -3% | 683 | -1.2% | 8% | -10% | 7% | -20%
O=C(Cn1cc([N+](=O)[O-])ccc1=O)NCc1ccc(Cl)cc1Cl
    · | 6% | -10 | · | 690 | · | 2% | -1% | -4% | ·
C=CCc1cccc(/C=N/NC(=O)C(C)Nc2ccc(C)cc2)c1O (stereo unspecified)
    5% | 1% | -4 | 4% | 583 | -2.9% | 3% | -8% | 0% | 3.2%
Cc1cc(C)nc(SCCn2c(N3CCC(C)CC3)nc3c2c(=O)n(C)c(=O)n3C)n1
    · | -2% | · | · | · | 0.8% | -3% | 7% | -4% | -8.2%
O=C(c1cccs1)N1C(=O)c2cccc3cccc1c23
    0% | 25% | 0 | 3% | 615 | 1.2% | 2% | -14% | -4% | -2.0%
Cc1c(NC(=O)Nc2ccc(Cl)cc2)c(=O)n(-c2ccccc2)n1C
    7% | 34% | 4 | -2% | 686 | -2.6% | -3% | -2% | 2% | 1.5%
O=C(NCc1ccc(F)cc1Cl)C1CC(=O)N(C2CCCCCCC2)C1 (stereo unspecified)
    · | 9% | -2 | · | 701 | · | 2% | 16% | -6% | ·
COc1ccc(NC(=O)CSc2nccn2-c2cccc(OC)c2)cc1
    7% | -12% | · | 6% | · | 0.0% | 0% | 10% | -6% | -21%
COc1cccc(-c2nn(-c3ccccc3)cc2CN(C)C(C)c2ccon2)c1 (stereo unspecified)
    · | 7% | 10 | · | 754 | 1.9% | 5% | -3% | -5% | -4.2%
CCCCOC(=O)n1c(SCC(=O)N(C)C)nc2ccccc21
    4% | -1% | · | 16% | · | 0.2% | -1% | -10% | -10% | 2.0%
Cc1c(C(=O)NCc2ccc(S(N)(=O)=O)cc2)oc2ccc(Cl)cc12
    7% | -7% | -20 | 0% | 693 | 1.1% | -2% | 9% | -4% | -1.4%
C/C(=N/NC(=O)c1cccs1)c1ccc(N2CCOCC2)cc1
    17% | 11% | 12 | 2% | 698 | -2.4% | 0% | -25% | -5% | -1.0%
Cc1ccccc1CSc1nnc(-c2ccccn2)n1N
    -5% | -7% | · | 6% | · | -0.7% | -1% | -52% | 1% | -2.8%
CC(C)n1cc(/C=C2\NC(=O)N(c3cccc(Cl)c3)C2=O)c2ccccc21
    -7% | 9% | 12 | 4% | 795 | -0.7% | -2% | 18% | 1% | -4.8%
C=CCOc1ccc(C(=O)CC)cc1OC
    1% | 2% | -22 | 2% | 652 | 3.9% | 9% | 13% | -4% | -6.1%
O=C(Nc1cccc(Cl)c1)c1cc(S(=O)(=O)N2CCCCC2)c[nH]1
    · | 27% | 18 | · | 756 | · | 2% | 17% | -10% | ·
c1ccc(C(c2c[nH]c3ccccc23)c2c[nH]c3ccccc23)nc1
    0% | 3% | 12 | 0% | 756 | 5.3% | -2% | -3% | 1% | 0.7%
CCOC(=O)N1CCN(C(=O)C2CCN(C(=O)c3ccc(C(C)(C)C)cc3)CC2)CC1
    · | -10% | -20 | · | 767 | · | 2% | -2% | -9% | ·
COC(=O)[C@@H](NC(=O)NCc1ccccc1Cl)C(C)C
    12% | 0% | 5 | 3% | 666 | · | 4% | -1% | -2% | 0.1%
Cc1cccc(C(=O)NCCc2csc(C)n2)c1
    13% | 9% | 3 | 4% | 614 | · | 8% | 9% | 0% | -1.4%
O=C(NCc1csc(-c2cccs2)n1)Nc1cccc(Cl)c1
    -1% | -2% | -9 | -1% | 719 | · | 6% | 8% | -7% | ·
Cc1ccc2nc(NC(=O)CN(C)S(=O)(=O)c3ccc(Br)s3)sc2c1
    4% | 2% | -7 | 18% | 760 | 1.5% | 2% | 4% | 4% | -5.4%
CSc1sc(-c2nnc(SCC(=O)Nc3ccc(Cl)cc3)n2C)c2c1C=CCC2
    0% | 4% | -2 | 9% | 599 | · | 18% | 7% | -3% | ·
Nn1cc(-c2ccccc2)nc1SCC(=O)NCCN1C(=O)CSC1=O
    17% | 4% | · | -4% | · | 0.2% | -5% | -3% | -6% | -4.0%
O=C1C(SC(F)(F)C(F)F)=C(C(F)(F)F)OC2C3C=CC(C3)C12 (stereo unspecified)
    -14% | -3% | · | 8% | · | 1.0% | 4% | 20% | 1% | -5.1%
CCOC(=O)CSC(=S)NC(=O)c1ccc(OC)cc1
    -3% | -3% | 8 | 15% | 656 | -0.2% | 3% | 15% | -4% | -1.6%
COc1ccc(C(NCC(=O)NC(C)c2ccc(Cl)cc2)c2ccccc2)cc1 (stereo unspecified)
    · | -3% | 6 | · | 793 | · | -2% | -8% | 0% | ·
O=C(O)C1Nc2c(cccc2C(F)(F)F)C2C=CCC12 (stereo unspecified)
    · | 25% | · | · | · | · | 8% | -26% | -2% | ·
COC(=O)c1cccc(C(=O)N2CCCC(CCC(=O)N(C)CCc3ccccn3)C2)c1 (stereo unspecified)
    · | 3% | 1 | · | 821 | · | -5% | 8% | -7% | ·
Cc1ccccc1-c1nc2c3ccccc3nc(=S)n2[nH]1
    · | -20% | 2 | · | 689 | · | i | -38% | -10% | ·
Cc1c(C(=O)O)nnn1-c1ccccc1
    1% | -4% | · | 5% | · | -0.5% | 0% | -3% | -11% | -6.6%
COC(=O)C(NS(=O)(=O)c1ccccc1Cl)c1ccccc1 (stereo unspecified)
    -4% | 21% | -7 | 0% | 709 | 2.0% | 6% | -4% | -5% | -3.2%
COc1cc(/C=C2/CC/C(=C/c3ccc(O)c(OC)c3)C2=O)ccc1O
    3% | 7% | -8 | 18% | 650 | · | -5% | -69% | -2% | ·
Cc1ccc(NC(=O)c2ccc(-n3cccn3)c([N+](=O)[O-])c2)cc1
    6% | -29% | · | 4% | · | -1.1% | 2% | 8% | -6% | -4.5%
Nc1nc(COc2ccc(F)cc2Cl)nc(N2CCCCC2)n1
    1% | 0% | 2 | 4% | 695 | 0.0% | 2% | -9% | 2% | -8.9%
CC(C)c1ccccc1NC(=O)COC(=O)c1cc(=O)[nH]c(=O)[nH]1
    5% | 1% | 4 | 2% | 721 | -1.2% | 5% | 21% | -7% | -1.7%
Cc1nc(CC(=O)NNS(=O)(=O)c2ccc3ccccc3c2)cs1
    12% | 2% | 10 | -2% | 601 | 3.0% | 4% | 6% | -4% | -12%
CCOc1ccc2oc(C(=O)OCC(=O)NC(=O)NC)c(C)c2c1
    1% | 14% | -6 | 2% | 634 | · | 5% | 10% | -2% | ·
Cc1ccc2c(CN3CCN(S(=O)(=O)c4ccc5c(c4)OCCO5)CC3)cc(=O)oc2c1C
    0% | 7% | · | -1% | · | -0.6% | 10% | 45% | 4% | -0.2%
COc1ccc(NC(=O)NCCc2cccc(Cl)c2)cc1OC
    5% | -6% | 8 | 2% | 716 | -0.6% | 3% | -24% | -2% | -4.1%
CCN1CCN(S(=O)(=O)c2ccc(Cl)c(C(=O)N(C)Cc3ccc(Cl)cc3Cl)c2)CC1
    · | -4% | -5 | · | 785 | · | 4% | 13% | -20% | ·
Cc1ccc(NC(=O)CCl)c(C)c1
    -5% | -12% | -21 | -1% | 697 | -1.0% | -8% | -9% | -5% | -6.8%
Cc1cccc(-c2n[nH]c([N+](=O)[O-])n2)c1
    -278% | -1% | · | -1% | · | -0.9% | -3% | -7% | 8% | -5.6%
CN1CCCC(OC(=O)c2ccc(Cl)cc2)C1 (stereo unspecified)
    -9% | 6% | 0 | -2% | 634 | · | -3% | -18% | -9% | ·
COc1ccc(Cc2n[nH]c(=S)n2Cc2ccccc2)cc1Cl
    14% | 20% | 8 | 9% | 691 | 0.0% | -3% | -22% | -3% | -3.4%
O=C1c2cccc(OCC(=O)N3CCCc4ccccc43)c2CCN1Cc1cccnc1
    8% | 0% | 5 | 2% | 696 | 0.3% | -1% | 19% | -6% | -1.7%
C#CCO[C@@H]1C[C@H](n2ccc(NC(=O)c3ccccc3)nc2=O)O[C@@H]1CO
    12% | -7% | -2 | 0% | 764 | · | 1% | 14% | -10% | ·
CCOC(=O)Cc1csc(NS(C)(=O)=O)n1
    15% | 6% | 17 | -10% | 790 | -1.2% | -1% | 2% | -6% | -5.8%
CCC(NC(=O)c1ccccc1Br)c1ccccc1 (stereo unspecified)
    2% | 12% | -4 | -1% | 714 | 0.0% | 1% | 18% | -4% | -6.9%
